# VEEV TC-83 Vero – inhibitors of VEEV TC-83 cytopathic effect, confirmation, Vero cells (AID 588727); Vero cells, VEEV TC-83 cytopathic effect inhibition; higher % means a stronger effect; inhibition, % at 20 µM, or IC50 in µM where a hit was titrated; 350,000 compounds, 0.13% hits; in the data active = a potency from the dose series; inconclusive = inhibition mostly from about 14% at the one dose, without a potency; inactive = the rest, 99 in 100 with inhibition below about 12%; also: strong numbers were not always called active
# PhoP GFP inhibition – PhoP regulon inhibitors, Salmonella typhi PhoP promoter GFP reporter, confirmatory (AID 1850); Salmonella Typhi PhoP-promoter GFP reporter, fluorescence, 4 h; higher % means a stronger effect; inhibition, % at 50 µM; hits with a dose series show IC50 in µM; 310,000 compounds, 0.33% hits; in the data active = a potency from the dose series; inconclusive = inhibition mostly from about 25% at the one dose, without a potency; inactive = the rest, 99 in 100 with inhibition below about 19%;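 also: 0% = induced wells with vehicle and 100% = uninduced wells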
# tuberculosis growth – growth inhibition of non-replicating M. tuberculosis (AID 488890) | 320,000 compounds, 0.39% hits | inhibition, % at 25 µM; hits with a dose series show IC50 in µM | Mycobacterium tuberculosis non-replicating, growth inhibition; higher % means a stronger effect; in the data active = a potency from the dose series; inconclusive = inhibition mostly from about 82% at the one dose, without a potency; inactive = the rest, 99 in 100 with inhibition below about 76%;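 also: plate controls were DMSO cells for no effect and high antibiotic wells for full effect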
# H1N1 NS1A inhibition – NS1A inhibition, H1N1 influenza, cell based functional assay (AID 504329) | NS1A functional cell-based assay, percent inhibition; higher % means a stronger effect | one-dose inhibition, % at 12.5 µM; IC50 in µM for titrated hits | 340,000 compounds, 0.3% hits; in the data active = a potency from the dose series; inconclusive = inhibition above about 27% without an active follow-up result; also: strong numbers were not always called active
# H37Rv inhibition – M. tuberculosis growth inhibition, HTS (AID 449762) | inhibition, % at 25 µM; hits with a dose series show IC50 in µM | 330,000 compounds, 0.59% hits | M. tuberculosis H37Rv growth inhibition, 7H9 media; higher % means a stronger effect; in the data active = a potency from the dose series; inconclusive = inhibition above about 70% without an active follow-up result;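 also: bacterial growth assessed after seven days of incubation; strong numbers were not always called active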
# VEEV TC-83 Vero 10K pilot screen – recorded beside VEEV TC-83 Vero, whose call it bears; inhibition, %; measured here: 10K pilot screen inhibition
# An asterisk follows results filed as active; i = inactive; ? = inconclusive; · = no result given.
SMILES,VEEV TC-83 Vero,PhoP GFP inhibition,tuberculosis growth,H1N1 NS1A inhibition,H37Rv inhibition,others
O=C(O)CC/C(=N\NC(=O)CNC(=O)c1ccc(F)cc1)c1ccccc1,i,8%,0%,3%,-9%,
COc1ccc(Cl)cc1Nc1cc(C)nc2ccccc12,1.8%,2%,20%,·,6%,
O=C(Cc1ccccc1)Nc1nc(-c2cccc([N+](=O)[O-])c2)cs1,1.6%,-2%,12%,-1%,4%,
CCOC(=O)CCCCC(=O)c1[nH]c(=O)[nH]c1Cn1cnc2ccccc21,i,11%,6%,8%,-3%,
COc1ccc(-c2nc(CS(=O)CC(=O)NCCN3CCCCCC3)c(C)o2)cc1OC (stereo unspecified),1.6%,-20%,38%,8%,7%,
CCOc1ccc2oc(C(=O)Nc3ccc(N4CCOCC4)cc3)c(C)c2c1,1.7%,7%,0%,3%,-3%,
CNC(=O)N(O)C1N(/N=C/c2ccc(SC)cc2)C(=S)SC1(C)C (stereo unspecified),0.4%,-6%,-12%,3%,-1%,
COc1cccc(CN(C)Cc2cc(=O)oc3c(C)c(C)ccc23)c1,?,0%,24%,-29%,1%,
CCN1CCN(CCCNC(=O)C2CCCN(c3nc4c(C)cc(C)cc4s3)C2)CC1 (stereo unspecified),32%,7%,0%,4%,-9%,
Cc1cccc(NC2=C(NC(=O)c3ccccc3)C(=O)c3ccccc3C2=O)c1,1.5%,-5%,65%,29%,10%,
O=C1C2CCCN2C(c2ccc(F)c(F)c2)N1c1cccc(Cl)c1 (stereo unspecified),i,-8%,4%,-6%,-4%,
CCN=C1S/C(=C\c2ccc(OC)c(OCC)c2)C(=O)N1CC,·,-5%,-4%,·,2%,
CNC(=O)CC1C(=O)N(c2ccc(Cl)cc2)C(=S)N1NC(=O)c1cccc(F)c1 (stereo unspecified),2.6%,0%,1%,-4%,5%,
Cc1ccc(CNC(=O)c2cc(=O)c3ccccc3o2)cc1,2.9%,-5%,29%,4%,11%,
O=C(NCCOc1ccccc1Cl)c1ccc2c(c1)S(=O)(=O)c1cc(Cl)ccc1C2=O,0.6%,·,0%,-4%,-4%,
O=C1[C@@H]2Cc3c([nH]c4ccccc34)C(c3ccc([N+](=O)[O-])cc3)N2C(=O)CN1C1CC1 (stereo partly specified),i,-2%,3%,-2%,2%,
O=C1Cc2cc(S(=O)(=O)Nc3cccc(F)c3)ccc2N1,0.6%,·,35%,-20%,-1%,
COc1cccc2sc(N3CCN(C(=O)C4COc5ccccc5O4)CC3)nc12 (stereo unspecified),7.5%,6%,25%,0%,13%,
Cc1ccc(S(=O)(=O)N2CCN(C(=O)N3CCOCC3)C2C(C)C)cc1 (stereo unspecified),1.9%,-1%,-2%,-2%,-5%,
C=CCOC(=O)c1ccccc1C(=O)OCC1CO1 (stereo unspecified),0.9%,·,·,-4%,·,
CC(=O)N1Cc2cnnn2-c2ccccc2C1(C#N)Cc1ccccc1 (stereo unspecified),2.0%,·,·,-7%,·,
Cc1ccc(NS(=O)(=O)c2ccc3c(c2)NC(=O)C(C)C(=O)N3)c(Cl)c1 (stereo unspecified),i,7%,20%,-10%,-5%,VEEV TC-83 Vero 10K pilot screen=0.9
O=C(CSc1ccccc1)Nc1ccccc1N1CCOCC1,i,6%,4%,12%,-7%,
CC(C)C(=O)N1CCN(c2nc3ccc(Cl)cc3s2)CC1,0.2%,-8%,20%,-12%,10%,
O=C(CN(c1ccc(F)cc1)S(=O)(=O)c1ccc2c(c1)OCCO2)Nc1cccnc1,1.4%,2%,22%,-3%,0%,
O=C(Nc1ccc(NC(=O)C2CCCN2C(=O)OCc2ccccc2)cc1)c1ccco1 (stereo unspecified),1.0%,13%,-4%,-17%,-6%,
CN1C(=O)/C(=C/c2ccc(C(=O)NC3CCCC3)cc2)Oc2ccccc21,8.1%,-1%,1%,-42%,32%,
Cn1c(=O)[nH]c(=O)c2c1nc(NCCCO)n2CCCc1ccccc1,0.0%,-13%,2%,-20%,3%,
CC(C)(CO)NC(=O)CC1C(=O)NCCN1CC(c1ccccc1)c1ccccc1 (stereo unspecified),0.4%,-20%,22%,-5%,11%,
O=C(COc1ccccc1)Nc1ccc(F)cc1,0.5%,-10%,8.5µM*,1%,8%,
CC(=O)NCCOc1cccc(OCCNC(C)=O)c1,2.5%,4%,-16%,9%,8%,
CCCN1Cc2cccc(C(=O)NCc3ccc(C)cc3)c2C1=O,i,-10%,27%,4%,0%,
O=C(CSc1ccc(Cl)cc1)NCc1ccncc1,0.4%,1%,22%,-11%,-5%,
CCCS(=O)(=O)N1CCC(CCOc2ccccc2)(C(=O)OCC)CC1,i,7%,-1%,1%,4%,
CC(C)(C)c1cc(=O)n2c(nc3ccccc32)[nH]1,5.5%,-3%,-2%,-11%,3%,
Cc1ccc(S(=O)(=O)c2ccccc2)cc1S(=O)(=O)N1CCOCC1,i,-18%,-5%,2%,8%,
O=C(Oc1cccccc1=O)c1ccccc1,0.5%,-6%,?,9%,35%,
CCN(c1ccccc1)S(=O)(=O)c1ccc(OC)c(NC(=O)c2cc(F)c(F)c(F)c2F)c1,i,·,-2%,-2%,-2%,
CN(Cc1cccc(F)c1)C(=O)c1ccc(S(=O)(=O)N2CCCCCC2)cc1,i,·,24%,-10%,-3%,
COc1cccc(C(=O)COC(=O)c2ccc(NC(C)=O)cc2)c1,1.5%,-1%,62%,-6%,1%,
O=C(NNC(=O)C1[C@H]2CCCC[C@@H]12)NC1CCCCC1 (stereo partly specified),2.5%,-7%,-15%,-1%,0%,
O=C(Nc1ccc2c(c1)OCCO2)C1c2ccccc2C(=O)N2CCc3ccccc3C12 (stereo unspecified),1.7%,-4%,·,2%,-9%,
Nc1ccc2nc3c(=O)n(C4CCCCC4)c(=O)[nH]c3nc2c1,9.5%,-221%,9%,-8%,-7%,
Clc1cccc(CN2CCSCC2)c1,0.2%,-5%,-7%,19%,-22%,
COc1ccc(NC(=O)c2sc3nc(C)nc(N4CCN(c5ccccn5)CC4)c3c2C)c(OC)c1,1.4%,5%,-7%,0%,-4%,
NC(=O)CC(NC(=O)c1ccccc1)c1ccc(NCCc2cccc(F)c2)c([N+](=O)[O-])c1 (stereo unspecified),1.1%,1%,2%,13%,6%,
CC(=O)N1CCCC(C(=O)c2ccc3c4c(cccc24)CC3)C1 (stereo unspecified),0.5%,5%,-16%,-1%,9%,
CCc1cc2c(SCC(=O)c3cccs3)ncnc2s1,4.3%,2%,46%,-1%,-7%,
N#C/C(=C\c1cccc([N+](=O)[O-])c1)C(=O)NCc1cccnc1,0.5%,-9%,16%,-7%,5%,
COc1ccc(NC(=O)COC(=O)CC2CCCC2)cc1,i,·,?,1%,-2%,

# Other compounds follow.
SMILES,VEEV TC-83 Vero,PhoP GFP inhibition,tuberculosis growth,H1N1 NS1A inhibition,H37Rv inhibition,others
CC(=O)N(CCC1(C(C)C)CCOC(C)(C)C1)C(C)c1cccs1 (stereo unspecified),0.1%,12%,3%,1%,-4%,
COc1ccc(-c2cc(C(F)(F)F)nc(SCC(=O)N3CC(C)OC(C)C3)n2)cc1OC (stereo unspecified),1.5%,·,·,-4%,·,
CCOC(=O)C1=C(C)NC(=O)C1(NC(=O)c1cccnc1)C(F)(F)F (stereo unspecified),i,-13%,-1%,-3%,-6%,
O=[N+]([O-])[N-][n+]1cnn(Cc2ccc(Cl)cc2)c1,0.5%,2%,5%,3%,-4%,
S=C(c1ccc(Br)cc1)N1CCN(Cc2ccccc2)CC1,i,-2%,10%,-4%,-6%,
CCCC(=O)Nn1cnc2c(c1=O)C1(CCCCC1)Cc1ccccc1-2,i,11%,7%,7%,1%,
COc1ccc2c(c1)[nH]c1c(Cl)ncnc12,2.7%,-6%,-1%,6%,7%,
Cc1ccc(Nc2nc(-c3sc(NC(=O)c4ccc([N+](=O)[O-])cc4)nc3C)cs2)cc1,·,2%,16%,·,?,
FC(F)(F)COc1nc(N/N=C/c2cccnc2)nc(N2CCCCC2c2ccccn2)n1 (stereo unspecified),0.9%,-20%,33%,-2%,0%,
Cn1cccc1/C=N/N1CCN(c2ccccn2)CC1,1.6%,-13%,-7%,4%,0%,

# The closing 6 records of the section above open the next one:
SMILES,VEEV TC-83 Vero,PhoP GFP inhibition,tuberculosis growth,H1N1 NS1A inhibition,H37Rv inhibition,others
S=C(c1ccc(Br)cc1)N1CCN(Cc2ccccc2)CC1,i,-2%,10%,-4%,-6%,
CCCC(=O)Nn1cnc2c(c1=O)C1(CCCCC1)Cc1ccccc1-2,i,11%,7%,7%,1%,
COc1ccc2c(c1)[nH]c1c(Cl)ncnc12,2.7%,-6%,-1%,6%,7%,
Cc1ccc(Nc2nc(-c3sc(NC(=O)c4ccc([N+](=O)[O-])cc4)nc3C)cs2)cc1,·,2%,16%,·,?,
FC(F)(F)COc1nc(N/N=C/c2cccnc2)nc(N2CCCCC2c2ccccn2)n1 (stereo unspecified),0.9%,-20%,33%,-2%,0%,
Cn1cccc1/C=N/N1CCN(c2ccccn2)CC1,1.6%,-13%,-7%,4%,0%,
COc1ccc(C)cc1S(=O)(=O)N(C)CC(=O)N1CCN(C)CC1,1.9%,-12%,-2%,-5%,-3%,
CCOc1ccc2nc(NCCCNS(=O)(=O)c3ccc(F)cc3)c(C#N)cc2c1,1.0%,-6%,22%,-25%,-2%,
CCN(C(=O)c1cc2c(=O)[nH]c3ccc(C)cc3c2s1)c1ccc(F)cc1,5.1%,-10%,7%,-15%,-4%,
O=C(NC(=O)c1ccccc1O)c1ccc(C(F)(F)F)cc1,i,-1%,42%,·,22%,
O=C(O)CNC(=S)N(Cc1ccccc1Cl)C1CCCCC1,7.7%,-27%,2%,-11%,-7%,
COc1ccc(CC(=O)NCc2ccc(Cl)cc2)cc1S(=O)(=O)N1CCOCC1,2.7%,·,·,-14%,·,
OC(COc1ccccc1)CN1CCC(Cc2ccccc2)CC1 (stereo unspecified),i,3%,5%,6%,5%,
Cn1c(=O)cc(OCC(=O)N2CCN(Cc3ccc4c(c3)OCO4)CC2)c2ccccc21,1.8%,3%,7%,1%,-1%,
Cc1cc(C)cc(NS(=O)(=O)c2ccc3[nH]c(=O)ccc3c2)c1,0.4%,9%,9%,1%,3%,
CC(C)OC(=O)/C(C#N)=C\c1cccnc1,2.6%,-4%,-11%,10%,-1%,

# Some of these compounds in order of length of the SMILES, ascending.
SMILES,VEEV TC-83 Vero,PhoP GFP inhibition,tuberculosis growth,H1N1 NS1A inhibition,H37Rv inhibition,others
CC(C)OC(=O)/C(C#N)=C\c1cccnc1,2.6%,-4%,-11%,10%,-1%,
O=C(O)CNC(=S)N(Cc1ccccc1Cl)C1CCCCC1,7.7%,-27%,2%,-11%,-7%,
O=C(NC(=O)c1ccccc1O)c1ccc(C(F)(F)F)cc1,i,-1%,42%,·,22%,
COc1ccc(C)cc1S(=O)(=O)N(C)CC(=O)N1CCN(C)CC1,1.9%,-12%,-2%,-5%,-3%,
Cc1cc(C)cc(NS(=O)(=O)c2ccc3[nH]c(=O)ccc3c2)c1,0.4%,9%,9%,1%,3%,
CCN(C(=O)c1cc2c(=O)[nH]c3ccc(C)cc3c2s1)c1ccc(F)cc1,5.1%,-10%,7%,-15%,-4%,
Cn1c(=O)cc(OCC(=O)N2CCN(Cc3ccc4c(c3)OCO4)CC2)c2ccccc21,1.8%,3%,7%,1%,-1%,

# Next results:
SMILES,VEEV TC-83 Vero,PhoP GFP inhibition,tuberculosis growth,H1N1 NS1A inhibition,H37Rv inhibition,others
COc1cccc(/C=C/C(=O)OCC(=O)Nc2ccc(Cl)c(S(=O)(=O)N(C)C)c2)c1,0.6%,-13%,3%,11%,43%,VEEV TC-83 Vero 10K pilot screen=0.1
O=C(COC(=O)c1ccccc1Oc1ccccc1)NCc1ccco1,0.1%,4%,-7%,?,-3%,
O=C(O)CCC(=O)Nc1nc2ccccc2s1,4.9%,-4%,-6%,1%,-3%,
Cc1ccc(NC(=O)COC(=O)CSCC(=O)Nc2cc(C)on2)c(C)c1,3.6%,3%,-5%,-7%,4%,
Cc1c(/C=N/NC(=O)c2ccc(O)cc2)c2ccccn2c1C(=O)c1ccc(F)cc1,11%,-14%,22%,0%,-3%,

# Assay outcomes: PubChem BioAssay, Southern Research Specialized Biocontainment Screening Center
